From PubChem BioAssay
aSyn yeast rescue: rescues yeast growth from alpha-synuclein toxicity; S. cerevisiae alpha-synuclein toxicity rescue, BacTiter-Glo growth, 24 h; Potency, µM (doses to about 46.1 µM), without a hit: top-dose growth rescue (activation), most hits filed as activators; 94,000 compounds, 0.02% hits; AID 1347070; active = well fitted activation curve with a large enough effect; also: 0% is about no effect
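Growth restoration measured by BacTiter-Glo luminescence after 24 hr at 30 deg C; alpha-synuclein yeast, raffinose-pregrown to mid-log, were added at OD600=0.02 in galactose medium onto pinned compounds.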
The depositor's hits bear a star; & = joins results of further samples; [ ] = another dose, or the depositor's remark. Potency is read from the fitted curve at half-maximal effect. An excerpt. The share of hits here may be higher or lower than overall.

SMILES	aSyn yeast rescue
CCN(CC)C(=O)c1sc2c(c1C)c(=O)n(CCc1ccccc1)c(=O)n2Cc1cc(C)ccc1C	11%
COc1ccc(-n2nc3c(N4CCCC(C(=O)NCc5ccc(C)cc5)C4)nnc(C)c3c2C)cc1 (stereo unspecified)	-8%
CCc1ccc(CNC(=O)c2nn(-c3ccc(OC)c(Cl)c3)c(=O)c3c2c2ccccc2n3C)cc1	-6%
CNC(=O)C[C@H]1C(=O)N(c2ccccc2)C[C@@H]1Cc1ccccc1	8%
Cc1cc(SCC(=O)c2ccccc2)n2nc(C)nc2n1	-6%
Cc1ccc(CN(Cc2ccco2)C(=O)COc2ccc(Cl)cc2Cl)cc1	4%
CC(=O)Nc1ccc(NC(=O)c2c(C)nn(Cc3ccccc3Cl)c2C)cc1	1%
Cc1ccc(Cn2c(=O)n(CCCCC(=O)NCc3ccc4c(c3)OCO4)c(=O)c3ccccc32)cc1	2%
Cc1ccc(S(=O)(=O)N2CC(C(=O)O)Oc3ccccc32)cc1 (stereo unspecified)	1%
CC(=O)c1ccc(OCc2cn(CC(=O)c3ccc(O)cc3)nn2)c(C)c1	0%
Cc1noc2ncnc(N3CCCC(C(=O)NCCC(C)C)C3)c12 (stereo unspecified)	6%
CCCCOc1ccc(OC(=O)Nc2cc(Cl)ccc2OC)cc1	-6%
Cc1ccc(-c2nc(CS(=O)CC(=O)NC3CCCC3)c(C)o2)cc1 (stereo unspecified)	3%
O=C(COC(=O)/C=C/c1ccc(S(=O)(=O)N2CCOCC2)cc1)NCc1ccc(F)cc1	1%
O=C(NC1CCCC1)c1ccc2c(=O)n(Cc3ccccc3)c(SCc3cccc(F)c3)nc2c1	-8%
CCCCNc1ncnc2c1nnn2C	-9%
CCCCCn1c(NCc2ccccc2OC)nc2ccccc21	9%
Cc1ccccc1NC(=O)CC1C(=O)NCCN1C(=O)c1cccc(Cl)c1 (stereo unspecified)	2%
Fc1ccccc1CNCCCSc1nnnn1-c1ccccc1	6%
COc1cc(C2CC(=O)Nc3c2c(=O)[nH]c2nc4ccccc4n32)ccc1O (stereo unspecified)	-11%
CCOc1ccc(S(=O)(=O)NCC(c2ccco2)S(=O)(=O)c2cccs2)cc1 (stereo unspecified)	2%
Cc1ccc(C)c(CN2C(=O)c3ccccc3S(=O)(=O)c3ccc(C(=O)N4CCN(c5ccccc5)CC4)cc32)c1	5%
Cc1cccc(C(=O)Nc2sc3c(c2C(=O)O)CCCC3)c1	0%
COc1ccc(OC)c(S(=O)(=O)Nc2cccc(-c3ccc(N4CCCCC4)nn3)c2)c1	-2%
O=C(Cn1cc(C(=O)c2ccco2)c2ccccc21)Nc1ccc(Br)cc1	-11%

Following part.
SMILES	aSyn yeast rescue
COc1cc2nc(N(CCCN(C)C)C(=O)c3ccc(S(=O)(=O)N4CCc5ccccc54)cc3)sc2cc1OC	0%
Cc1oc(-c2ccccc2Cl)nc1CS(=O)(=O)CC(=O)NC(C)c1ccccc1 (stereo unspecified)	-6%&7%
C[C@H](CO)N1C[C@H](C)[C@@H](CN(C)C(=O)c2ccccc2)Oc2cc(C#C[C@@H](C)O)ccc2S1(=O)=O	1%
Cc1cccc(C(=O)Nc2cc(-c3ccccc3F)nn2-c2ccccc2)c1	-10%
O=Cc1c(Cl)[nH]c(=O)n1-c1ccccc1	11%
Cc1ccc(CNC(=O)CCS(=O)(=O)c2ccc3c(c2)CC(C)N3C(=O)C2CC2)cc1 (stereo unspecified)	2%
C[C@@H]1CCCCO[C@H](CN(C)C(=O)c2ccccc2)[C@@H](C)CN([C@H](C)CO)C(=O)c2cc(NC(=O)NC3CCCCC3)ccc2O1	-1%
CCOC(=O)C1CCN(S(=O)(=O)c2cc(-c3cc(C)no3)ccc2C)CC1	-1%
COc1ccccc1CN(C)C(=O)c1cc(S(=O)(=O)N2CCCCCC2)ccc1OC	-4%
O=C(CNC(=O)c1ccccc1F)NC1CCN(Cc2ccccc2)CC1	1%
CN(C)S(=O)(=O)c1ccc2c(c1)c(=O)c(C(=O)N1CCOCC1)cn2C	-51%[inhibitor]
CC(Oc1ccccc1)C(=O)Nc1ccc(S(=O)(=O)N2CCCC2)cc1 (stereo unspecified)	-7%
CCOC(=O)N1CCC(NC(=O)c2cnc3n(c2=O)CCS3)CC1	7%
Cc1ccc(C(=O)O)cc1NC(=O)c1ccc(Cn2nc(C)c(Cl)c2C)o1	6%
O=C(O)c1ccc(CNCc2ccccc2Cl)s1	-1%
COc1ccc(S(=O)(=O)Cc2ccc(C(=O)N3CC(C)CC(C)C3)o2)cc1 (stereo unspecified)	-2%
C/C(=N\NC(=O)c1cccc(S(=O)(=O)N2CCCC2)c1)c1ccc(C)cc1	7%
CC(C)(C)C(=O)NC(=S)Nc1ccccn1	8%
Cc1ccc(C(=O)c2oc3ccccc3c2NC(=O)Cc2coc3ccc(C)cc23)cc1	0%
CCOC(=O)N1CCc2c(sc3c2c(=O)n(-c2ccc(F)cc2)c(=O)n3CC(=O)c2ccccc2)C1	1%
Cc1cc(C)c2cc(C#N)c(NCCCNC(=O)c3cccnc3)nc2c1	2%
Cc1c(CN2CCC(CO)(CCOc3ccccc3)CC2)c(=O)n(-c2ccccc2)n1C	-1%
Cc1sc2ncn(CC(=O)Nc3cccc(C(F)(F)F)c3)c(=O)c2c1S(=O)(=O)N1CCN(C)CC1	7%
O=C(CN1C(=O)c2ccccc2S1(=O)=O)c1ccc(O)c(O)c1	3%
CCOc1cc(C(=O)N/N=C\c2cn(CC)nc2C)cc(OCC)c1OCC	-5%

Continued:
SMILES	aSyn yeast rescue
CCC(C)c1ccccc1N1CC(C(=O)N(C)CC(=O)Nc2cccc(F)c2)CC1=O (stereo unspecified)	4%
CCC(=O)N1CCc2cc(Br)cc(S(=O)(=O)N3CCCC(C(=O)NCc4ccc(OC)cc4)C3)c21 (stereo unspecified)	-4%
CC(=O)Nc1nc2c(F)cccc2s1	-2%
Cc1ccccc1C(=O)OCc1cc(=O)n2nc(C3CC3)sc2n1	0%
COc1cc2c(cc1OC)CN(Cc1cc(=O)oc3cc(C)c(Cl)cc13)CC2	-4%
O=C(O)CN(c1cccc(C(F)(F)F)c1)S(=O)(=O)c1ccccc1	-4%
Cc1ccc2cccc(NC(=O)COc3ccccc3[N+](=O)[O-])c2n1	-5%
CCOc1ccc(-c2nc(SC(C(C)=O)C(=O)N(C)C)c3c(=O)n(C)c(=O)n(C)c3n2)cc1 (stereo unspecified)	4%
COc1ccc(C(=O)COC(=O)C(C)N2C(=O)C3C4CCC(C4)C3C2=O)cc1 (stereo unspecified)	11%
Cc1ccc(NC(=O)CN(C)C(=O)C(C)OC(=O)CNC(=O)c2ccc(Cl)c([N+](=O)[O-])c2)cc1 (stereo unspecified)	-6%
COc1ccc(C2=C(C)C(=O)N(Cc3ccc(C(=O)Nc4ccc(F)cc4C)cc3)S2(=O)=O)cc1	11%
O=C(Nc1ccc(C(=O)OCc2cc(=O)n3nc(C4CC4)sc3n2)cc1)c1cccc(Cl)c1	4%
Cc1cccn2c(=O)nc(SCC(=O)Nc3ccc4c(c3)OCCO4)nc12	-3%
Cc1ccc2c(c1)N(C(=O)N1CCC(C(=O)NCCc3ccc(Cl)cc3)CC1)CC(C)O2 (stereo unspecified)	3%
O=C(C1COc2ccccc2O1)N(Cc1cccnc1)c1nc2c(F)cccc2s1 (stereo unspecified)	9%
CCc1ccc(-c2nn(CC(=O)NCc3ccccc3)c3c2cnc2ccc(F)cc23)cc1	-8%
COC(=O)c1ccccc1NC(=O)CCS(=O)(=O)c1cc2c(cc1C)NC(=O)CO2	6%
O=[N+]([O-])c1ccc(Nc2ccccc2)c2nonc12	-17%
O=C(Nn1cnc2ccccc2c1=O)c1cccc(Cl)c1	11%
CCN(CC)S(=O)(=O)c1ccc2c(c1)N(CC(=O)N1CCN(c3ccccc3F)CC1)C(=O)CO2	-4%
COc1ccccc1CNS(=O)(=O)c1cc(C(=O)Nc2cccc(C(F)(F)F)c2)ccc1F	2%
COc1ccc(CNC(=O)CCc2c(C)c3cc4c(C)c(C)oc4cc3oc2=O)cc1OC	-11%
COc1cccc(Cn2c(=O)n(-c3ccc(Br)cc3F)c(=O)c3sc4ccccc4c32)c1	11%
COc1cccc(NC(=O)CSc2nc3c([nH]c4ccccc43)c(=O)n2-c2cc(C)cc(C)c2)c1	4%
CN(CC1COc2ccccc2O1)C(=O)CCNS(=O)(=O)c1ccc(F)c(Cl)c1 (stereo unspecified)	11%

Ordered by length of the SMILES (ascending): some entries from above.
SMILES	aSyn yeast rescue
CCCCOc1ccc(OC(=O)Nc2cc(Cl)ccc2OC)cc1	-6%
Cc1ccccc1C(=O)OCc1cc(=O)n2nc(C3CC3)sc2n1	0%
CCOC(=O)C1CCN(S(=O)(=O)c2cc(-c3cc(C)no3)ccc2C)CC1	-1%
COC(=O)c1ccccc1NC(=O)CCS(=O)(=O)c1cc2c(cc1C)NC(=O)CO2	6%
O=C(NC1CCCC1)c1ccc2c(=O)n(Cc3ccccc3)c(SCc3cccc(F)c3)nc2c1	-8%
CCN(CC)S(=O)(=O)c1ccc2c(c1)N(CC(=O)N1CCN(c3ccccc3F)CC1)C(=O)CO2	-4%
CCC(=O)N1CCc2cc(Br)cc(S(=O)(=O)N3CCCC(C(=O)NCc4ccc(OC)cc4)C3)c21 (stereo unspecified)	-4%

Additional structures.
SMILES	aSyn yeast rescue
CCc1ccc(CN2CCC(n3nccc3NC(=O)c3ccccc3OC)CC2)o1	3%
Cc1ccccc1-c1nnc(NC(=O)c2ccc(N3C(=O)CCC3=O)cc2)s1	-4%
CN(C)CC(=O)Nc1ccc2c(c1)[C@H]1C[C@H](CC(=O)NCc3ccc4c(c3)OCO4)O[C@H](CO)[C@H]1O2	-7%
O=C(CSC1=NC2(CCCCC2)N=C1c1ccccc1)Nc1ccc2c(c1)OCCO2	-1%
COC(=O)Nc1ccc(S(=O)(=O)NC2CCS(=O)(=O)C2)cc1 (stereo unspecified)	7%
CCOc1ccc(CNC(=O)c2ccc3c(Cl)c4c(nc3c2)CCCC4)cc1	4%
O=C(/C(=C/c1ccc(Cl)cc1)c1nc2ccccc2[nH]1)c1cccs1	-30%
CCOC(=O)c1ccc(N2C(=O)c3n[nH]c(-c4cccs4)c3C2c2ccc(O)c(OC)c2)cc1 (stereo unspecified)	-6%
O=C(c1ccco1)N1CCN(CC(O)COc2ccc(Br)cc2)CC1 (stereo unspecified)	8%
COc1ccc(-c2noc(C3CCCN(C(=O)Nc4ccccc4F)C3)n2)cc1 (stereo unspecified)	-4%
COc1cccc(CN2CC(C(=O)N3CCSCC3)CCC2=O)c1 (stereo unspecified)	-1%
CCC(=O)N1CCc2cc(Br)cc(S(=O)(=O)NCCc3ccccc3Cl)c21	7%
O=C(CSc1nnc(NC(=O)C2CCC2)s1)Nc1ccccc1	8%
O=C(NCCCN1CCN(c2ccccc2)CC1)c1nnc(Cc2ccc(F)cc2)o1	-5%
CC[N+](CC)(CC#Cc1ccccc1)CC#Cc1ccccc1	-2%
CC1=C(C(=O)Nc2ccc(Cl)cc2)C(c2cccs2)n2nc(SCc3cccc(Cl)c3)nc2N1 (stereo unspecified)	2%
O=S(=O)(NC1CCc2ccccc21)c1ccccc1 (stereo unspecified)	1%
COc1ccc(NC(=O)CN(C)C(=O)c2ccccc2OCC(=O)Nc2cccc(C(F)(F)F)c2)cc1	1%
O=C(c1cnc2n(c1=O)CCS2)N(C1CCCCC1)C1CCCCC1	9%
COc1ccc(Br)cc1CNC(=O)CCNC(=O)Cn1ccc2ccccc2c1=O	0%
CCCCN1C(=O)C(CC(=O)NC2CCCCC2)CC(C(=O)N(C)C)=C1C (stereo unspecified)	-4%
CN(C)CCCN(C(=O)/C=C/c1cccs1)c1nc2c(F)cccc2s1	4%
CC(OC(=O)CCN1C(=O)C2CC=CCC2C1=O)C(=O)Nc1ccc(F)cc1 (stereo unspecified)	-13%
Cc1cccc(CC(=O)NC2CC(=O)N(c3cccc(F)c3)C2)c1 (stereo unspecified)	1%
CC(NC(=O)COc1ccc(S(=O)(=O)N2CCCC2)cc1)c1ccccc1 (stereo unspecified)	6%

(list continues)
SMILES	aSyn yeast rescue
C[C@@H]1CN([C@@H](C)CO)C(=O)CCCn2nncc2CO[C@H]1CN(C)S(=O)(=O)c1ccc(-c2ccccc2)cc1	8%
COc1ccc(N2CCN(CC(O)COc3ccc(C(C)C)c(C)c3)CC2)cc1 (stereo unspecified)	-10%
CCOc1ccc(N2CC(C)Cn3c2nc2c3c(=O)n(Cc3c(F)cccc3Cl)c(=O)n2C)cc1 (stereo unspecified)	2%
Cc1ccc(NC(=O)c2ccc(NC(=O)CCS(=O)(=O)c3cccs3)cc2)cc1F	1%
Cc1ccc(N2CCn3c2nc2c3c(=O)n(CCCc3ccccc3)c(=O)n2C)cc1	2%
COc1ccc(NC(=O)c2cccc(N3CCCS3(=O)=O)c2)cc1	-4%
Cc1cc(=O)oc2c(CN3CC(C)OC(C)C3)c(O)c(Cl)cc12 (stereo unspecified)	-21%

Individual results from the results shown.
Under aSyn yeast rescue, Cc1ccc2c(c1)N(C(=O)N1CCC(C(=O)NCCc3ccc(Cl)cc3)CC1)CC(C)O2 (stereo unspecified) reads 3%
Under aSyn yeast rescue, CCOC(=O)c1ccc(N2C(=O)c3n[nH]c(-c4cccs4)c3C2c2ccc(O)c(OC)c2)cc1 (stereo unspecified) reads -6%
Under aSyn yeast rescue, Cc1c(CN2CCC(CO)(CCOc3ccccc3)CC2)c(=O)n(-c2ccccc2)n1C reads -1%
